DSG3 Ab inh: blocks pemphigus antibody binding to human desmoglein-3; DSG3-coupled beads, scFv-anti-DSG3-GFP binding, flow cytometry; active compounds read low; 0.48% of 310,000 active; binding (percent of control), % at 10 µM; AID 588358; P32926;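 active = binding more than 3 SD below its plate's average and above zero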;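 also: hits lower antibody fragment binding to DSG3; some compounds called inactive have numbers as strong as hits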
MOR-DOR inv ag: inverse agonists of human mu-delta opioid receptor heterodimerization | 0.21% of 340,000 active | cell-based MOR-DOR heterodimer luminescence, inverse agonism | P35372+P41143 | inhibition, % at 9.3 µM; in the data active = inhibition above about 22%, passing the limit was not always enough;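 also: 0% = cells with DMSO and 100% = wells without cells with DMSO; values of inactives mirror those of a sister screen read the other way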
OPRM1-OPRD1 ag: agonists of human mu-delta opioid receptor heterodimerization; 0.3% of 340,000 active; cells, OPRM1-OPRD1 heterodimerization, luminescence; P35372+P41143; activation, % at 9.3 µM; AID 504326; in the data active = activation above about 18%;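 also: 0% = vehicle-treated cells and 100% = reference agonist; values of inactives mirror those of a sister screen read the other way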
PKA-R1A act: PKA-R1A complex activation; P00514+P68181; PKA-R1A dissociation, Cy5-IP20 fluorescence polarization; scaled: DMSO 0%, 113 µM cGMP 100%; activation, % at 11.4 µM; 0.083% of 340,000 active; AID 504707;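 active = percent activation above the mean of all tested compounds plus 3 SD, cut at about 19% in these data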;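 also: higher means more PKAc released from R1A so a rise in polarization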
DAGLB inh: diacylglycerol lipase beta (human) inhibition | Q8NCG7 | HEK293T DAGLB membrane lysate, EnzChek fluorogenic substrate | inhibition, % at 5.17 µM | 0.059% of 340,000 active; in the data active = inhibition above about 34%;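 also: 0% = enzyme with vehicle and 100% = wells lacking enzyme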
Target sequence (Q8NCG7 whole entry, looked up): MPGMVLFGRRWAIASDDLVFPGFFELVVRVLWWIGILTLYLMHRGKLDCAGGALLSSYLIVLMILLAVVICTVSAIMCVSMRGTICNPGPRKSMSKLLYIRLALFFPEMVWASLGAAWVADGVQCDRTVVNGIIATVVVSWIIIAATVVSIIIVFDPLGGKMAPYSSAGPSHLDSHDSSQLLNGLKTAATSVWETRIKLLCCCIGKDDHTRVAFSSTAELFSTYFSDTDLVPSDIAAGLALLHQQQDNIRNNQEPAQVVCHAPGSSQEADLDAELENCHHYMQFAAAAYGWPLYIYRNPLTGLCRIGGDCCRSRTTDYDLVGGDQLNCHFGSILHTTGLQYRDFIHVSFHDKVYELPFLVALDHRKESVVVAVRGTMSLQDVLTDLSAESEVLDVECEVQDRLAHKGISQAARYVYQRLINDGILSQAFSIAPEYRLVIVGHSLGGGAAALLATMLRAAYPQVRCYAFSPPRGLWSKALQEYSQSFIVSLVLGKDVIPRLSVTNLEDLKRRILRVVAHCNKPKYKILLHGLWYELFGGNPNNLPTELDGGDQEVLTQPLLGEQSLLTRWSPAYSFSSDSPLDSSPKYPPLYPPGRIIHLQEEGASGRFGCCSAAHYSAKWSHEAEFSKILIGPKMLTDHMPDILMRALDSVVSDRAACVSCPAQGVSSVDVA
HTR5A inv ag: counter-screen for OPRM1-OPRD1 inverse agonists: human HTR5A inverse agonism | AID 504634 | HTR5A cell line, luminescence | 0.083% of 340,000 active | inhibition, % at 9.3 µM; in the data active = inhibition mostly above about 23%, no sharp cut-off; inactive = mostly below about 18%;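 also: 0% = cells with DMSO and 100% = no-cell wells with DMSO; some compounds called inactive have numbers as strong as hits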
PKA-R2B act: activates the human PKA-R2B holoenzyme complex; P22694+P31323; PKA-R2B holoenzyme dissociation, Cy5-IP20 fluorescence polarization; R2B truncated from residue 108, S112A mutant; 0% DMSO only, 100% 113 µM cGMP; activation, % at 11.4 µM; 0.079% of 340,000 active;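 active = activation above a cutoff set at the mean over all compounds plus 3 SD, cut at about 18% in these data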;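 also: higher means more holoenzyme dissociation and a rise in polarization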
Target sequence (P31323 whole entry, looked up, other chains not shown, the tested form may be a part): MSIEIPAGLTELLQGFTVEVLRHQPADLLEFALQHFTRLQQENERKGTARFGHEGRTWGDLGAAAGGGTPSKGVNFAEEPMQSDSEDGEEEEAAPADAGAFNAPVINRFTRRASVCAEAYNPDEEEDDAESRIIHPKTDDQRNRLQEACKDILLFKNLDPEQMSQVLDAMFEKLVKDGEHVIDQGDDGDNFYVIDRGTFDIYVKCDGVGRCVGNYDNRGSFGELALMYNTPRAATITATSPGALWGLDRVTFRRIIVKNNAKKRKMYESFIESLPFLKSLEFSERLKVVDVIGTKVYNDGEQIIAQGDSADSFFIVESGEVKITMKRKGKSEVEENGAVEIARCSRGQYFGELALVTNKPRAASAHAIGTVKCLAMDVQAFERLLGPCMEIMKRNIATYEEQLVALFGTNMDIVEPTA
V-ATPase pH: yeast V-ATPase proton transport regulation by pHLuorin; S. cerevisiae, pHLuorin cytosolic pH fluorescence; response, % at 10 µM; 0.37% of 350,000 active; in the data active = response mostly above about 7.3%, no sharp cut-off; inactive = mostly below about 5.4%; also: actives read high; inactives centre near 0; some compounds called inactive have numbers as strong as hits; reference of the scale not given here
HTR5A ag ctr: counter-screen for OPRM1-OPRD1 agonists: human HTR5A agonism; HTR5A agonist assay, luminescence, cell-based; AID 504692; activation, % at 9.3 µM; 0.61% of 340,000 active; in the data active = activation mostly above about 9.5%, no sharp cut-off; inactive = mostly below about 7.6%;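 also: 0% = cells with vehicle only and 100% = reference agonist; strong numbers were not always called active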
Arrestin-AP2 inh: human beta-arrestin and AP2 interaction inhibition; FITC-arrestin peptide / GST-AP2 beads, flow cytometry; AP2 beta2 appendage carries R879A mutation; inhibition, % at 10 µM; 0.31% of 340,000 active; AID 504490;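 active = inhibition above a set limit, near 3 SD of compounds lacking own fluorescence, cut at about 54% in these data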;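 also: plate controls were DMSO wells for no effect and 5 µM unlabelled arrestin peptide for full effect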
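Assay system: GST-AP2 R879A bound to glutathione beads, E. coli-expressed; Medium: PBS with 0.05% Tween 20 and 0.1% BSA; Also added: fluorescein-tagged arrestin peptide at 50 nM final; Timing: 12 min plus 1 h, RT; Measured by: flow cytometry, FL1 (488/535 nm); Evaluation: percent drop in bead-associated FITC signal.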
* marks the source's active call; other numbers are inactive results.

Results for CCOC(=O)C1=C(C)Nc2ccccc2N=C1NC(=O)c1cc(C)on1 ?
MOR-DOR inv ag: 12; OPRM1-OPRD1 ag: -3.2; PKA-R1A act: 0; DAGLB inh: -6; HTR5A inv ag: 9; PKA-R2B act: 7; V-ATPase pH: 7; HTR5A ag ctr: 0; Arrestin-AP2 inh: 3

What do the screens show for `Oc1cccc(Nc2nc(NCC3CCCO3)c3ccccc3n2)c1` (configuration not stated)?
DSG3 Ab inh: 101; MOR-DOR inv ag: 2; OPRM1-OPRD1 ag: -0.4; PKA-R1A act: 1; DAGLB inh: 0; HTR5A inv ag: -7; PKA-R2B act: 5; V-ATPase pH: -3; HTR5A ag ctr: 0; Arrestin-AP2 inh: 2

Results for O=C(CSc1nnc(COc2cccc3cccnc23)o1)c1ccc(F)cc1 ?
DSG3 Ab inh: 82; MOR-DOR inv ag: -4; OPRM1-OPRD1 ag: 0.7; PKA-R1A act: -1; DAGLB inh: 0; HTR5A inv ag: 17; PKA-R2B act: 9; V-ATPase pH: -3; HTR5A ag ctr: -6; Arrestin-AP2 inh: 9

Results for CC(=O)CCc1ccc(OCC(O)CNC2CCCc3ccccc32)cc1 (configuration not stated) ?
DSG3 Ab inh: 103; MOR-DOR inv ag: 1; OPRM1-OPRD1 ag: -0.2; PKA-R1A act: -2; DAGLB inh: -2; HTR5A inv ag: 12; PKA-R2B act: -1; V-ATPase pH: -1; HTR5A ag ctr: 0; Arrestin-AP2 inh: 0

How did COc1cc(Cl)c(NC2=CC(=O)C(=O)c3ccccc32)c(OC)c1 do in these assays?
DSG3 Ab inh: 95; MOR-DOR inv ag: -6; OPRM1-OPRD1 ag: 1.6; PKA-R1A act: 11; DAGLB inh: 9; HTR5A inv ag: 24; PKA-R2B act: -7; V-ATPase pH: 0; HTR5A ag ctr: -4; Arrestin-AP2 inh: -5

How did Cc1ccc2oc(=O)c(/C=C(\O)c3sc(C)nc3C)nc2c1 do in these assays?
DSG3 Ab inh: 97; MOR-DOR inv ag: 8; OPRM1-OPRD1 ag: -1.5; PKA-R1A act: 0; DAGLB inh: -1; HTR5A inv ag: -19; PKA-R2B act: -7; V-ATPase pH: -4; HTR5A ag ctr: 8; Arrestin-AP2 inh: 0

How did O=C(NCc1ccccc1)C(c1ccccc1)N(C(=O)c1csnn1)c1ccc(F)cc1 (configuration not stated) do in these assays?
DSG3 Ab inh: 96; MOR-DOR inv ag: 5; OPRM1-OPRD1 ag: -0.8; PKA-R1A act: -1; DAGLB inh: 0; HTR5A inv ag: -16; PKA-R2B act: -4; V-ATPase pH: 2; HTR5A ag ctr: -4; Arrestin-AP2 inh: 8

How did CC(C)OC(=O)N(C)C[C@H]1OCc2cn(nn2)CCCC(=O)N([C@H](C)CO)C[C@@H]1C do in these assays?
PKA-R1A act: 4; DAGLB inh: 0; PKA-R2B act: -3; V-ATPase pH: -3

Results for Cc1c(C(=O)N2CCCC2)oc2c1-c1nn(CC(=O)NCCCOC(C)C)cc1CC2 ?
DSG3 Ab inh: 100; MOR-DOR inv ag: -3; OPRM1-OPRD1 ag: 0.5; PKA-R1A act: 12; DAGLB inh: -3; HTR5A inv ag: 8; PKA-R2B act: 1; V-ATPase pH: -1; HTR5A ag ctr: -2; Arrestin-AP2 inh: 6

Results for CCN(Cc1cnn(C)c1)C(=O)c1ccc2nc(Cc3ccccc3F)oc2c1 ?
DSG3 Ab inh: 102; PKA-R1A act: -4; DAGLB inh: -2; PKA-R2B act: -1; V-ATPase pH: 1

How did Cc1nc(SCCOc2ccccc2F)[nH]c(=O)c1Cc1ccccc1 do in these assays?
DSG3 Ab inh: 101; MOR-DOR inv ag: -30; OPRM1-OPRD1 ag: 5.9; PKA-R1A act: 6; DAGLB inh: -3; HTR5A inv ag: -6; PKA-R2B act: 0; V-ATPase pH: -2; HTR5A ag ctr: -7; Arrestin-AP2 inh: 0

Results for CN(C)C(=O)CSc1nnc(Cc2ccccc2)n1CC1CCCO1 (configuration not stated) ?
DSG3 Ab inh: 99; MOR-DOR inv ag: 7; OPRM1-OPRD1 ag: -1.4; PKA-R1A act: -1; DAGLB inh: -1; HTR5A inv ag: 9; PKA-R2B act: 0; V-ATPase pH: 2; HTR5A ag ctr: -1; Arrestin-AP2 inh: 13

How did COc1cc(NC(=O)CN(c2cc(C)cc(C)c2)S(=O)(=O)c2c(C)[nH]c(=O)[nH]c2=O)cc(OC)c1 do in these assays?
MOR-DOR inv ag: 4; OPRM1-OPRD1 ag: -0.8; PKA-R1A act: 10; DAGLB inh: 5; HTR5A inv ag: 3; PKA-R2B act: -7; V-ATPase pH: -1; HTR5A ag ctr: -4; Arrestin-AP2 inh: -14

Results for O=C(c1cccnc1)N1CCC2CC1c1c(Cl)cccc12 (configuration not stated) ?
PKA-R1A act: -2; DAGLB inh: 1; PKA-R2B act: -5; V-ATPase pH: -1

Results for CCN(CC)c1cc(C)c2cc(NC(=O)c3ccc(Br)o3)ccc2n1 ?
DSG3 Ab inh: 94; MOR-DOR inv ag: -16; OPRM1-OPRD1 ag: 2.7; PKA-R1A act: -3; DAGLB inh: 0; HTR5A inv ag: -22; PKA-R2B act: -7; V-ATPase pH: 2; HTR5A ag ctr: 5; Arrestin-AP2 inh: 6

Results for COc1ccc(CNc2nc3nc(C)cc(C)n3n2)cc1 ?
DSG3 Ab inh: 117; MOR-DOR inv ag: -3; OPRM1-OPRD1 ag: 0.6; PKA-R1A act: 1; DAGLB inh: 2; HTR5A inv ag: 9; PKA-R2B act: -8; V-ATPase pH: 17; HTR5A ag ctr: 2; Arrestin-AP2 inh: 27

How did COc1ccc(NS(=O)(=O)c2cc(NC(=O)C3CC3)ccc2N2CCOCC2)cc1 do in these assays?
DSG3 Ab inh: 81; MOR-DOR inv ag: 12; OPRM1-OPRD1 ag: -2.5; PKA-R1A act: 5; DAGLB inh: 0; HTR5A inv ag: 38; PKA-R2B act: -1; V-ATPase pH: 3; HTR5A ag ctr: 4; Arrestin-AP2 inh: -13

How did C#CCOCCOCCOCCNc1nc(N2CCN(C(=O)[C@H]([C@@H](C)O)n3cc(CCCCN)nn3)CC2)nc(N2CCN(C(=O)[C@H](CCCCN)n3cc(CCC(=O)O)nn3)CC2)n1 do in these assays?
DSG3 Ab inh: 105; MOR-DOR inv ag: 17; OPRM1-OPRD1 ag: -3.0; PKA-R1A act: -10; DAGLB inh: -1; HTR5A inv ag: 5; PKA-R2B act: -13; V-ATPase pH: -1; HTR5A ag ctr: -5; Arrestin-AP2 inh: -6

How did CC1CN(C(=O)CCC(=O)NCc2ccc(F)cc2)c2ccccc2S1 (configuration not stated) do in these assays?
DSG3 Ab inh: 104; MOR-DOR inv ag: 3; OPRM1-OPRD1 ag: -0.5; PKA-R1A act: -13; DAGLB inh: -4; HTR5A inv ag: -14; PKA-R2B act: -7; V-ATPase pH: 5; HTR5A ag ctr: 5; Arrestin-AP2 inh: 2

How did COc1ccc(CN2CCC[C@]3(N[C@H](c4ccc(C(F)(F)F)cc4)[C@@H]4C(=O)N(C)C(=O)[C@@H]43)C2=O)cc1 do in these assays?
PKA-R1A act: 1; DAGLB inh: 0; PKA-R2B act: -5; V-ATPase pH: 1

Brought forward from above: 2 entries, then new ones.
How did CC1CN(C(=O)CCC(=O)NCc2ccc(F)cc2)c2ccccc2S1 (configuration not stated) do in these assays?
DSG3 Ab inh: 104; MOR-DOR inv ag: 3; OPRM1-OPRD1 ag: -0.5; PKA-R1A act: -13; DAGLB inh: -4; HTR5A inv ag: -14; PKA-R2B act: -7; V-ATPase pH: 5; HTR5A ag ctr: 5; Arrestin-AP2 inh: 2

How did COc1ccc(CN2CCC[C@]3(N[C@H](c4ccc(C(F)(F)F)cc4)[C@@H]4C(=O)N(C)C(=O)[C@@H]43)C2=O)cc1 do in these assays?
PKA-R1A act: 1; DAGLB inh: 0; PKA-R2B act: -5; V-ATPase pH: 1

How did CC1CCCCC1NC(=O)CCNS(=O)(=O)c1cc(Br)cnc1N (configuration not stated) do in these assays?
DSG3 Ab inh: 106; MOR-DOR inv ag: 13; OPRM1-OPRD1 ag: -2.6; PKA-R1A act: 2; DAGLB inh: 3; HTR5A inv ag: 11; PKA-R2B act: 3; V-ATPase pH: 4; HTR5A ag ctr: 1; Arrestin-AP2 inh: 29

What do the screens show for `COC(=O)c1ccc(NC(=O)Nc2ccc3c(c2)nc(C)n3C)cc1`?
MOR-DOR inv ag: 15; OPRM1-OPRD1 ag: -3.2; PKA-R1A act: 1; DAGLB inh: -1; HTR5A inv ag: -18; PKA-R2B act: 10; V-ATPase pH: 2; HTR5A ag ctr: -2; Arrestin-AP2 inh: -5

How did O=C(NCCc1ccccc1)c1cccs1 do in these assays?
MOR-DOR inv ag: 10; OPRM1-OPRD1 ag: -1.9; PKA-R1A act: -1; DAGLB inh: 2; HTR5A inv ag: -36; PKA-R2B act: -10; V-ATPase pH: 4; HTR5A ag ctr: 3; Arrestin-AP2 inh: 4

What do the screens show for `O=C(CCNS(=O)(=O)c1ccccc1)N1CCN(c2ccccc2)CC1`?
DSG3 Ab inh: 99; MOR-DOR inv ag: 13; OPRM1-OPRD1 ag: -1.8; PKA-R1A act: -8; DAGLB inh: -2; HTR5A inv ag: 8; PKA-R2B act: -7; V-ATPase pH: -1; HTR5A ag ctr: 1; Arrestin-AP2 inh: 21

Results for COc1cccc2c1Oc1ncccc1N(C(=O)CCC(=O)NCc1ccc(F)cc1)C2 ?
DSG3 Ab inh: 101; MOR-DOR inv ag: 16; OPRM1-OPRD1 ag: -3.1; PKA-R1A act: -18; DAGLB inh: -5; HTR5A inv ag: 0; PKA-R2B act: -8; V-ATPase pH: -4; HTR5A ag ctr: 1; Arrestin-AP2 inh: 6

Results for NS(=O)(=O)c1ccc(N2CCN(C(=O)c3ccco3)CC2)nc1 ?
MOR-DOR inv ag: 16; OPRM1-OPRD1 ag: -4.1; PKA-R1A act: 2; DAGLB inh: 0; HTR5A inv ag: 1; PKA-R2B act: -5; V-ATPase pH: -2; HTR5A ag ctr: 6; Arrestin-AP2 inh: 0

Results for CCOC(=O)C(c1ccccc1)C(Nc1ccccc1)c1ccccn1 (configuration not stated) ?
MOR-DOR inv ag: 14; OPRM1-OPRD1 ag: -2.9; PKA-R1A act: -3; DAGLB inh: 2; HTR5A inv ag: 7; PKA-R2B act: -8; V-ATPase pH: 2; HTR5A ag ctr: 2; Arrestin-AP2 inh: 0

How did CCOCc1nnc(NC(=O)c2ccc(OC)cc2)s1 do in these assays?
DSG3 Ab inh: 102; MOR-DOR inv ag: -3; OPRM1-OPRD1 ag: 0.5; PKA-R1A act: 2; DAGLB inh: 3; HTR5A inv ag: -5; PKA-R2B act: 5; V-ATPase pH: 6; HTR5A ag ctr: 1; Arrestin-AP2 inh: 3

Results for C=CCn1c(=S)[nH]c2sc3c(c2c1=O)CCCC3 ?
DSG3 Ab inh: 101; MOR-DOR inv ag: 17; OPRM1-OPRD1 ag: -3.5; PKA-R1A act: -11; DAGLB inh: -4; HTR5A inv ag: -4; PKA-R2B act: 4; V-ATPase pH: 0; HTR5A ag ctr: 1; Arrestin-AP2 inh: 34

Screens as filed in PubChem BioAssay.
